H1N1 NS1A inhibition: H1N1 influenza NS1A inhibitors, functional cell based assay (AID 504329). NS1A functional cell-based assay, percent inhibition; higher % means a stronger effect. inhibition, % at 12.5 µM; hits with a dose series show IC50 in µM. 340,000 tested, 0.3% active; in the data active = a potency from the dose series; inconclusive = inhibition above about 27% without an active follow-up result; note: strong numbers were not always called active
inhibitors of VEEV: inhibitors of VEEV TC-83 cytopathic effect, confirmation, Vero cells (AID 588727); 350,000 tested, 0.13% active; Vero cells, VEEV TC-83 cytopathic effect inhibition; higher % means a stronger effect; one-dose inhibition, % at 20 µM; IC50 in µM for titrated hits; in the data active = a potency from the dose series; inconclusive = inhibition mostly from about 14% at the one dose, without a potency; inactive = the rest, 99 in 100 with inhibition below about 12%; note: strong numbers were not always called active
tuberculosis growth: growth inhibition of non-replicating M. tuberculosis (AID 488890); Mycobacterium tuberculosis non-replicating, growth inhibition; higher % means a stronger effect; inhibition, % at 25 µM, or IC50 in µM where a hit was titrated; 320,000 tested, 0.39% active; in the data active = a potency from the dose series; inconclusive = inhibition mostly from about 82% at the one dose, without a potency; inactive = the rest, 99 in 100 with inhibition below about 76%;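 note: plate controls were DMSO cells for no effect and high antibiotic wells for full effect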
PhoP GFP inhibition: PhoP regulon inhibitors, Salmonella typhi PhoP promoter GFP reporter, confirmatory (AID 1850) | inhibition, % at 50 µM, or IC50 in µM where a hit was titrated | Salmonella Typhi PhoP-promoter GFP reporter, fluorescence, 4 h; higher % means a stronger effect | 310,000 tested, 0.33% active; in the data active = a potency from the dose series; inconclusive = inhibition mostly from about 25% at the one dose, without a potency; inactive = the rest, 99 in 100 with inhibition below about 19%;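 note: 0% = induced wells with vehicle and 100% = uninduced wells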
H37Rv inhibition: M. tuberculosis growth inhibition, HTS (AID 449762); 330,000 tested, 0.59% active; inhibition, % at 25 µM, or IC50 in µM where a hit was titrated; M. tuberculosis H37Rv growth inhibition, 7H9 media; higher % means a stronger effect; in the data active = a potency from the dose series; inconclusive = inhibition above about 70% without an active follow-up result;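 note: bacterial growth assessed after seven days of incubation; strong numbers were not always called active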
* = called active by the depositor. Hits appear at their usual frequency; overall some 1.6% were active at least once.

Preview (7 entries):
`CCS(=O)(=O)c1ccc2c(c1)N(S(C)(=O)=O)CC(C(=O)NCc1ccccc1OC)O2` (stereo unspecified) gave H1N1 NS1A inhibition 7%, inhibitors of VEEV 5.5%, tuberculosis growth -3%, PhoP GFP inhibition -3% and H37Rv inhibition 9%.
Cc1cc(SCCOc2ccccc2)nc(N)n1 was read as H1N1 NS1A inhibition 9%, inhibitors of VEEV 6.5%, tuberculosis growth 16%, PhoP GFP inhibition -6% and H37Rv inhibition -4%.
For CNS(=O)(=O)/C=C/c1ccccc1 the results were H1N1 NS1A inhibition -4%, inhibitors of VEEV 0.7%, tuberculosis growth 4%, PhoP GFP inhibition -14% and H37Rv inhibition 11%.
For Cc1ccccc1C(=O)Nc1ccc(S(=O)(=O)N2CCCC2)cc1 the results were H1N1 NS1A inhibition 9%, inhibitors of VEEV 0.9%, tuberculosis growth 8%, PhoP GFP inhibition -35% and H37Rv inhibition 9%.
For COc1ccc([N+](=O)[O-])cc1C(=O)Nc1ccc(OCC(=O)N2CCOCC2)cc1 the results were H1N1 NS1A inhibition 0%, inhibitors of VEEV 1.2%, tuberculosis growth 10%, PhoP GFP inhibition -5% and H37Rv inhibition 7%.
`CCc1ccc(NC(=S)N(Cc2cccnc2)Cc2ccco2)cc1` gave H1N1 NS1A inhibition 10%, inhibitors of VEEV 0.8%, tuberculosis growth 13%, PhoP GFP inhibition -2% and H37Rv inhibition 2%.
`O=C1CSC(c2ccc([N+](=O)[O-])cc2)N1c1ccccc1F` (stereo unspecified) gave H1N1 NS1A inhibition -16%, inhibitors of VEEV inactive, tuberculosis growth 13%, PhoP GFP inhibition 7% and H37Rv inhibition -9%.

The whole of this part, from the first entry:
`CCS(=O)(=O)c1ccc2c(c1)N(S(C)(=O)=O)CC(C(=O)NCc1ccccc1OC)O2` (stereo unspecified) gave H1N1 NS1A inhibition 7%, inhibitors of VEEV 5.5%, tuberculosis growth -3%, PhoP GFP inhibition -3% and H37Rv inhibition 9%.
Cc1cc(SCCOc2ccccc2)nc(N)n1 was read as H1N1 NS1A inhibition 9%, inhibitors of VEEV 6.5%, tuberculosis growth 16%, PhoP GFP inhibition -6% and H37Rv inhibition -4%.
For CNS(=O)(=O)/C=C/c1ccccc1 the results were H1N1 NS1A inhibition -4%, inhibitors of VEEV 0.7%, tuberculosis growth 4%, PhoP GFP inhibition -14% and H37Rv inhibition 11%.
For Cc1ccccc1C(=O)Nc1ccc(S(=O)(=O)N2CCCC2)cc1 the results were H1N1 NS1A inhibition 9%, inhibitors of VEEV 0.9%, tuberculosis growth 8%, PhoP GFP inhibition -35% and H37Rv inhibition 9%.
For COc1ccc([N+](=O)[O-])cc1C(=O)Nc1ccc(OCC(=O)N2CCOCC2)cc1 the results were H1N1 NS1A inhibition 0%, inhibitors of VEEV 1.2%, tuberculosis growth 10%, PhoP GFP inhibition -5% and H37Rv inhibition 7%.
`CCc1ccc(NC(=S)N(Cc2cccnc2)Cc2ccco2)cc1` gave H1N1 NS1A inhibition 10%, inhibitors of VEEV 0.8%, tuberculosis growth 13%, PhoP GFP inhibition -2% and H37Rv inhibition 2%.
`O=C1CSC(c2ccc([N+](=O)[O-])cc2)N1c1ccccc1F` (stereo unspecified) gave H1N1 NS1A inhibition -16%, inhibitors of VEEV inactive, tuberculosis growth 13%, PhoP GFP inhibition 7% and H37Rv inhibition -9%.
For O=S(=O)(c1ccc2c(c1)OCCO2)N1CCNCC1 the results were H1N1 NS1A inhibition 3%, inhibitors of VEEV 1.0%, tuberculosis growth -8%, PhoP GFP inhibition -6% and H37Rv inhibition -3%.
For O=C(CSc1ccccn1)Nc1ccc2c(c1)OCO2 the results were inhibitors of VEEV inactive, tuberculosis growth 53%, PhoP GFP inhibition -16% and H37Rv inhibition 15%.
COc1ccc(-c2csc(NC(=S)NC(=O)/C=C/c3ccco3)n2)cc1Br was read as inhibitors of VEEV 6.5%, tuberculosis growth 7%, PhoP GFP inhibition -2% and H37Rv inhibition 2%.
Screening COc1ccc2[nH]c(=O)c(CN(C(=O)c3cccnc3)c3ccc(C)c(C)c3)cc2c1 returned H1N1 NS1A inhibition -12%, inhibitors of VEEV 1.8%, PhoP GFP inhibition 7% and H37Rv inhibition -10%.
For O=C(c1ccc(F)cc1Cl)N1CCN(CCc2ccccc2)CC1 the results were H1N1 NS1A inhibition 18%, inhibitors of VEEV 0.3%, tuberculosis growth 34%, PhoP GFP inhibition -4% and H37Rv inhibition 9%.
`C=CCNc1nc(Cl)nc(NC2CCCCC2)n1` gave H1N1 NS1A inhibition 2%, inhibitors of VEEV 0.1%, tuberculosis growth 14%, PhoP GFP inhibition 4% and H37Rv inhibition 7%.
For CCN(CC)S(=O)(=O)c1ccc(NC(=S)Nc2ccc(F)cc2)cc1 the results were H1N1 NS1A inhibition -13%, inhibitors of VEEV inactive, tuberculosis growth 41%, PhoP GFP inhibition 0% and H37Rv inhibition 7%.
For Cc1cc(Cl)ccc1OC(C)C(=O)Nc1cnn(CCCC(=O)O)c1 (stereo unspecified) the results were H1N1 NS1A inhibition -3%, inhibitors of VEEV 1.7%, tuberculosis growth -6%, PhoP GFP inhibition 5% and H37Rv inhibition -5%.
Screening C=CCOC(=O)C1=C(C)NC(=S)NC1/C=C/c1ccccc1 (stereo unspecified) returned H1N1 NS1A inhibition -7%, inhibitors of VEEV inactive, tuberculosis growth 12%, PhoP GFP inhibition 11% and H37Rv inhibition 0%.
For COc1cc2[nH]c(=O)n(CCC(=O)N3CCN(c4cc(Cl)ccc4C)CC3)c(=O)c2cc1OC the results were H1N1 NS1A inhibition -1%, inhibitors of VEEV 3.0%, tuberculosis growth -10%, PhoP GFP inhibition -6% and H37Rv inhibition -5%.
`COC(=O)CCCC1=CC2=CC(=O)C(C)(OC(=O)c3cccs3)C(=O)C2=CN1C1CCCC1` (stereo unspecified) gave H1N1 NS1A inhibition -5%, inhibitors of VEEV 6.1%, tuberculosis growth 17%, PhoP GFP inhibition 15% and H37Rv inhibition -3%.
`CN(C)c1ccc(/C=C(\C#N)C(=O)Nc2nc3c(s2)CCN(Cc2ccccc2)C3)cc1` gave H1N1 NS1A inhibition 10%, inhibitors of VEEV 12%, tuberculosis growth -9%, PhoP GFP inhibition -2% and H37Rv inhibition -1%.
CCCn1c(SCC(=O)Nc2ccccc2Oc2ccccc2)n[nH]c1=O was read as H1N1 NS1A inhibition 0%, inhibitors of VEEV 3.9%, tuberculosis growth 8%, PhoP GFP inhibition -1% and H37Rv inhibition 12%.
Screening O=C(NCCNC(=O)c1ccccc1F)c1ccccn1 returned H1N1 NS1A inhibition -8%, inhibitors of VEEV 0.8%, tuberculosis growth -11%, PhoP GFP inhibition 10% and H37Rv inhibition 10%.
For CC1CCCc2sc3ncn(N)c(=N)c3c21 (stereo unspecified) the results were H1N1 NS1A inhibition -1%, inhibitors of VEEV 1.1%, tuberculosis growth 8%, PhoP GFP inhibition 2% and H37Rv inhibition -1%.
`COc1ccc([N+](=O)[O-])cc1N(CC(O)CN(CC(C)C)CC(C)C)S(=O)(=O)c1ccccc1` (stereo unspecified) gave H1N1 NS1A inhibition 5%, inhibitors of VEEV inactive, tuberculosis growth 21%, PhoP GFP inhibition 4% and H37Rv inhibition 3%.
Screening Cc1cc(C)nc(NC(=O)Cc2cccs2)n1 returned H1N1 NS1A inhibition -4%, inhibitors of VEEV 2.1%, tuberculosis growth -2%, PhoP GFP inhibition 2% and H37Rv inhibition -3%.
Screening COc1cc(C(=O)NNC(=O)CNC(=O)c2ccc(Br)o2)cc(OC)c1OC returned H1N1 NS1A inhibition 0%, inhibitors of VEEV 2.7%, tuberculosis growth -7%, PhoP GFP inhibition -8% and H37Rv inhibition -7%.
`Cc1cnc(SCc2ccc(Cl)cc2Cl)[nH]c1=O` gave H1N1 NS1A inhibition 20%, inhibitors of VEEV 1.2%, tuberculosis growth 21%, PhoP GFP inhibition -7% and H37Rv inhibition 0%.
For Cc1ccc(NS(=O)(=O)c2ccc(OCC(=O)NCC3CCCO3)cc2)cc1 (stereo unspecified) the results were H1N1 NS1A inhibition -4%, inhibitors of VEEV 0.7%, tuberculosis growth 4%, PhoP GFP inhibition -6% and H37Rv inhibition 2%.
For OC(c1ccccn1)C1CCN(Cc2nc(C(c3ccccc3)c3ccccc3)no2)CC1 (stereo unspecified) the results were H1N1 NS1A inhibition 6%, inhibitors of VEEV 1.2%, tuberculosis growth 16%, PhoP GFP inhibition -1% and H37Rv inhibition 6%.
`Cc1ccnc(SCC(=O)Nc2cccc(S(=O)(=O)N3CCOCC3)c2)n1` gave H1N1 NS1A inhibition 7%, inhibitors of VEEV 3.6%, tuberculosis growth 3% and H37Rv inhibition -4%.
COc1cccc(-c2nc(CS(=O)(=O)CC(=O)NCCc3ccc(OC)cc3OC)c(C)o2)c1 was read as H1N1 NS1A inhibition -1%, inhibitors of VEEV 4.8%, tuberculosis growth 26%, PhoP GFP inhibition 3% and H37Rv inhibition -3%.
CCc1ccccc1NC(=O)Nc1ccc(F)cc1 was read as H1N1 NS1A inhibition -5%, inhibitors of VEEV 0.8%, tuberculosis growth 13%, PhoP GFP inhibition -8% and H37Rv inhibition 4%.
Screening CCOc1ccccc1NC(=O)CNC(=O)c1nn(-c2ccc(OC)c(OC)c2)c(=O)c2ccccc12 returned H1N1 NS1A inhibition -3%, inhibitors of VEEV 10%, tuberculosis growth -16%, PhoP GFP inhibition 9% and H37Rv inhibition 7%.
CNC(=O)c1c(NC(=O)c2ccco2)sc(C)c1C was read as H1N1 NS1A inhibition 4%, inhibitors of VEEV 0.2%, tuberculosis growth 2%, PhoP GFP inhibition 10% and H37Rv inhibition 4%.
For O=C(NCc1cccc(F)c1)c1ccc(N2C(=O)Cn3c(cc4sccc43)C2=O)cc1 the results were H1N1 NS1A inhibition 23%, inhibitors of VEEV 2.3%, tuberculosis growth 5%, PhoP GFP inhibition -1% and H37Rv inhibition -10%.
Screening O=C(CCc1ccccc1)N/N=C/c1cccc([N+](=O)[O-])c1 returned H1N1 NS1A inhibition -5%, inhibitors of VEEV inactive, tuberculosis growth 4%, PhoP GFP inhibition -3% and H37Rv inhibition -3%.
O=C(NCCCn1cccn1)C1CCC(=O)N(CCc2ccccc2)C1 (stereo unspecified) was read as H1N1 NS1A inhibition 8%, inhibitors of VEEV 1.3%, tuberculosis growth -4%, PhoP GFP inhibition 8% and H37Rv inhibition 11%.
For COC(=O)c1ccc(COc2ccc(C=O)cc2)o1 the results were H1N1 NS1A inhibition 0%, inhibitors of VEEV inactive, tuberculosis growth inconclusive, PhoP GFP inhibition -7% and H37Rv inhibition 51%.
For O=C(NCCCN1CCOCC1)c1cccc(NS(=O)(=O)c2ccc(Br)cc2)c1 the results were H1N1 NS1A inhibition -11%, inhibitors of VEEV 2.2%, tuberculosis growth -5% and H37Rv inhibition -8%.
`O=C(O)CCCCCNc1nc(-c2ccccc2)nc2ccccc12` gave H1N1 NS1A inhibition -8%, inhibitors of VEEV 0.5%, tuberculosis growth 13%, PhoP GFP inhibition 0% and H37Rv inhibition -4%.
Screening CN(C)CC1C2CCC(C2)C1O (stereo unspecified) returned H1N1 NS1A inhibition -4% and inhibitors of VEEV inactive.
CC(C)(C)C(C(=O)n1cccc1C#N)c1ccccc1 (stereo unspecified) was read as H1N1 NS1A inhibition -4%, inhibitors of VEEV 0.2%, tuberculosis growth 26% and H37Rv inhibition -4%.
CCN1CCN(CCOCCOc2ccccc2)CC1 was read as H1N1 NS1A inhibition -1%, inhibitors of VEEV 0.5%, tuberculosis growth -4%, PhoP GFP inhibition -4% and H37Rv inhibition -3%.
Screening Cc1ccc(C)c(NS(=O)(=O)c2ccc(OCC(=O)N3CCCC3)cc2)c1 returned H1N1 NS1A inhibition -5%, inhibitors of VEEV inactive, tuberculosis growth 6%, PhoP GFP inhibition -6% and H37Rv inhibition -1%.
`CCOc1ccc(-c2cc(CCCC(=O)NCCC(C)C)no2)cc1` gave H1N1 NS1A inhibition -8%, inhibitors of VEEV 0.5%, tuberculosis growth inactive, PhoP GFP inhibition 2% and H37Rv inhibition 6.5µM*.
`Cc1ccc(NC(=O)COC(=O)C2=NNC(=O)CC2)c(Br)c1` gave H1N1 NS1A inhibition 9%, inhibitors of VEEV inactive, tuberculosis growth 0% and H37Rv inhibition -1%.
Screening CCOC(=O)Nc1ccc(C)cc1Br returned H1N1 NS1A inhibition 0%, inhibitors of VEEV 0.6%, tuberculosis growth 9%, PhoP GFP inhibition -5% and H37Rv inhibition -2%.
For CCOC(=O)[C@H](C)N1[C@H](C)[C@H](c2ccccc2)Oc2ccc(Cl)cc2S1(=O)=O the results were H1N1 NS1A inhibition -8% and inhibitors of VEEV inactive.

From PubChem BioAssay
